T cell modulator – T cell immune modulators affecting CD8 T cell-vesicle binding; hit rate 0.068% among 330,000; calls only at 7 µM; 2C CD8+ T cell-vesicle binding, flow cytometry; active compounds read low;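 active = response, share of CD8 T cells binding vesicles, and their 90th percentile fluorescence all below set limits, cut at about 80% in these data, passing the limit was not always enough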
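Also added: QL9-peptide-loaded Drosophila micro-vesicles bearing Ld, ICAM-1 and B7-1; Test system: purified 2C TCR transgenic mouse naive CD8+ T cells; Measured by: cytometric PE anti-B7-1 and Alexa647 anti-CD8 signals after 1% paraformaldehyde fixation; Timing: binding step 1.5 h, 37 °C, antibody labelling 20 min, ice.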
NTR1 agonist – agonists of NTR1, primary screen, imaging, U2OS cells, beta-arrestin-GFP, high content (AID 493036); activation, % at 20 µM; hit rate 0.17% among 330,000; P30989; NTR1-U2OS beta-arrestin-GFP spot imaging, agonist mode;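 active = activation at or above 40% of the spot to cytoplasm intensity ratio, with at least 20 cells analyzed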;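 also: 0% = DMSO without peptide and 100% = 100 nM NTR1 peptide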
Target sequence (P30989 whole entry, looked up): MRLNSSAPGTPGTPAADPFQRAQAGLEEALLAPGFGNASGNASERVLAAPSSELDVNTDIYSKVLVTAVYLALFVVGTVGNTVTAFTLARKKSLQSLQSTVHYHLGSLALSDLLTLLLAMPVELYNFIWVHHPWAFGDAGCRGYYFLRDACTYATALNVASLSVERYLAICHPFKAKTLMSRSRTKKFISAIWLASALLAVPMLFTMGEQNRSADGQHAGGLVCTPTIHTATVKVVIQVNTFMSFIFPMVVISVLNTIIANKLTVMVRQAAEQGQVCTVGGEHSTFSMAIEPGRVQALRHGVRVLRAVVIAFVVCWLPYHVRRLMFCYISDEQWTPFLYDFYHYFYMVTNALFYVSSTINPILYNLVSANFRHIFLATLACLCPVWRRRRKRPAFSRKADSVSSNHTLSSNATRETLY
TNAP activators – human TNAP enzyme activators, primary screen, biochemical, luminescent, no phosphate acceptor, uHTS (AID 1001). one-dose activation fold at 20 µM; EC50 in µM for titrated hits. purified TNAP, luminescent activation assay, no phosphate acceptor; higher activation fold means a stronger effect. hit rate 0.03% among 200,000; in the data active = activation fold from about 3, or a potency from the dose series; inactive = the rest, 99 in 100 with activation fold below about 1.6; also: many of its hits are not listed in these tables
PhoP inhibition – inhibitors of PhoP regulon expression, primary screen, Salmonella Typhimurium, GFP reporter (AID 1863); S. Typhimurium PhoP-regulated promoter GFP reporter, 4 h; higher % means a stronger effect; one-dose inhibition, % at 50 µM; IC50 in µM for titrated hits; hit rate 0.16% among 300,000;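 active = inhibition over 29.93%, a cutoff 3 SD above the screen mean, later confirmed by dose response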;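 also: 0% = low Mg2+ inducing control and 100% = high Mg2+ repressing control; strong numbers were not always called active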
RSV CPE inhibition – RSV antiviral activity via CPE protection, HEp-2 cells, primary 10 µM value included (AID 2391) | HEp-2 cells, RSV-induced CPE inhibition; higher % means a stronger effect | CPE inhibition, % at 10 µM, or IC50 in µM where a hit was titrated | hit rate 0.13% among 310,000; in the data active = a potency from the dose series; also: strong numbers were not always called active
SV40 large T antigen – SV40 large T antigen inhibitors, biochemical (AID 1903); hit rate 0.39% among 310,000; SV40 large T antigen ATPase/helicase inhibition assay; higher % means a stronger effect; inhibition, % at 20 µM; hits with a dose series show IC50 in µM; in the data active = a potency from the dose series; also: strong numbers were not always called active
K1F lysis inhibition – inhibition of K1F phage lysis, E. coli UTI89, bacterial capsule biogenesis inhibitors, alamar blue (AID 488966). E. coli UTI89 K1F phage lysis, alamar blue, 2 h; higher % means a stronger effect. one-dose inhibition, % at 100 µM; IC50 in µM for titrated hits. hit rate 0.02% among 340,000;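 active = phage lysis inhibition, versus mean bacterial control, above a set limit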;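 also: capsule biogenesis inhibitors block K1F phage lysis so surviving cells raise fluorescence; higher fluorescence means more inhibition of phage lysis; actives were called in the ten point dose series up to 300 µM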
Myeloid diff MLP – myeloid differentiation induction; hit rate 1% among 360,000; AID 624256; ER-HoxA9 myeloid progenitors, lysozyme-GFP differentiation, flow cytometry; calls only at 10 µM;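 active = normalized GFP-positive differentiation at or above the plate's own cutoff, the solvent-only control mean plus 3 SD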;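 also: cells exposed to compound for four days before flow analysis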
Rac1 GTP hydrolysis – MgcRacGAP GTPase-activating activity inhibitors, confirmation, biochemical, ADP Hunter fluorescence; hit rate 0.6% among 340,000; inhibition, % at 30 µM, or IC50 in µM where a hit was titrated; MgcRacGAP-stimulated Rac1 GTP hydrolysis, ADP Hunter fluorescence; higher % means a stronger effect; GST-tagged Rac1 F28L mutant substrate;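 active = first-screen hits whose inhibition reached a set limit at any dose in the follow-up dose series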;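 also: fluorescence reports GDP produced by GAP-driven GTP hydrolysis; strong numbers were not always called active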
T cell modulator vesicle-bound % – further read-out of T cell modulator, marked with its call; double positive events, %; measured here: CD8+ vesicle-bound cell fraction;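 binding gate set so that unloaded-vesicle control wells show 10% double positive cells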
NTR1 agonist cell count 20 µM – second read-out of NTR1 agonist, no call of its own (marks repeat the call); cell count; measured here: cell count, cytotoxicity flag
Myeloid diff MLP GFP+ MAC1+ % – recorded beside Myeloid diff MLP, whose call it bears; GFP+ MAC1+ double positive, %; measured here: differentiation confirmed by MAC1 staining
* = called active by the depositor; i = inactive; . = not tested or not shown; [ ] = dose if it differs, or a comment.

SMILES	T cell modulator	T cell modulator vesicle-bound %	NTR1 agonist	NTR1 agonist cell count 20 µM	TNAP activators	PhoP inhibition	RSV CPE inhibition	SV40 large T antigen	K1F lysis inhibition	Myeloid diff MLP	Myeloid diff MLP GFP+ MAC1+ %	Rac1 GTP hydrolysis
CC(C)(C)NC(=O)C(c1c[nH]c2ccccc12)N(C(=O)Cn1nnc(-c2ccc(Cl)cc2)n1)c1ccccc1F (stereo not given)	i	46	2.5	77	1	-7%	45%	14%	5.4%	i	0.4	2%
COc1ccc(S(=O)(=O)Cc2ccc(C(=O)N3CCN(c4cc(C)ccc4C)CC3)o2)cc1	i	23	1.5	44	.	-7%	17%	11%	0.2%	i	2.1	9%
CCOc1ccccc1C1c2[nH]c3ccccc3c2C[C@H]2C(=O)N(C3CC3)CC(=O)N12 (stereo not given in full)	i	56	-0.3	88	.	.	-0.2%	17%	-0.1%	i	0.6	9%
CCC(=O)Nc1cccc(NC(=O)CSc2nnc(-c3ccc(NS(C)(=O)=O)cc3)n2CC)c1	i	44	5.1	91	1	13%	0.4%	3%	0.7%	i	0.5	1%
COc1cc(/C=C/C(=O)NC(C)(C)C)ccc1OCc1ccccc1	i	32	-1.2	68	1.1	-6%	4.7%	5%	1.1%	i	0.8	5%
N=c1c2c(n(Cc3ccc(Cl)c(Cl)c3)c3c1CCC3)CCCC2	i	47	0.8	60	1.1	19%	14%	9%	4.0%	i	0.4	2%
Cc1cc2c(NC(=O)CCCC(=O)O)cccc2nn1	i	58	0.2	57	.	-2%	0.3%	14%	-1.0%	i	0.3	2%
COc1cc(OC)cc(C(=O)NCCc2cnc[nH]2)c1	i	44	0.1	105	.	-3%	0.5%	11%	0.0%	i	0.4	0%
CN(CC(=O)Nc1ccccc1Br)C(=O)c1n[nH]c2ccccc12	.	.	0.0	44	.	.	.	.	1.6%[50 µM]	i	0.6	-7%
Cc1ccc(NC(=O)CCNS(=O)(=O)c2ccc3[nH]c(=O)oc3c2)c(C)c1	i	8	-0.5	53	.	-9%	0.3%	12%	0.3%	i	5.6	13%
Cc1ccc(/C=C2/NC(=O)N(Cc3ccccc3)C2=O)o1	i	12	-1.1	60	1.1	-9%	1.4%	9%	-0.2%	i	1.1	17%
O=S1(=O)CCN2C(=N1)Sc1c2ccc2c1CCCC2	i	33	1.7	62	1.2	2%	-2.6%	15%	0.7%[50 µM]	i	9.2	22%
CCCCC(CC)CNC(=O)c1[nH]c(C)c(C(C)=O)c1C (stereo not given)	i	58	-3.4	40	1.2	8%	0.7%	-1%	6.8%	i	2.3	1%
Cc1cc(C)c(-c2cc(NC(=O)COC(=O)c3ccc(NC(=O)CC#N)cc3)n(-c3ccccc3)n2)cc1C	i	54	7.9	45	.	-4%	-0.9%	14%	0.4%[50 µM]	i	0.2	-4%
CCCCn1c(N)c(N(CCOC)C(=O)c2ccc(-c3ccc(Cl)cc3)o2)c(=O)[nH]c1=O	i	7	1.0	66	.	-8%	-2.3%	16%	1.3%[50 µM]	i	2.1	0%
CC1(C)OC(=O)C(=CNCC(O)c2ccccc2)C(=O)O1 (stereo not given)	i	29	-1.0	34	1.1	5%	0.3%	3%	5.3%	i	1.1	2%
CCOc1ccc(NC(=S)Nc2ccc(OC(F)(F)F)cc2)cc1	i	41	0.2	41	1	0%	0.1%	4%	0.3%	i	0.8	12%
O=C(Nc1c(C(=O)Nc2cccc(F)c2)oc2ccccc12)c1ccc2c(c1)OCO2	i	22	3.4	59	1.1	-2%	1.0%	9%	1.7%	i	2.6	4%
COC(=O)c1cc(S(=O)(=O)NCC2CCN(Cc3cccc(F)c3)CC2)cn1C	i	12	0.5	64	.	2%	1.3%	7%	0.3%	i	1.1	9%
CCCCS(=O)(=O)NC1=NCN(CC)CN1	i	44	-0.1	43	1.1	-1%	0.2%	6%	2.9%	i	2.3	2%
CC(=O)Nc1sc2c(c1C(c1cccc(Cl)c1)N1CCN(CCO)CC1)CCCC2 (stereo not given)	i	48	8.7	64	1.1	-4%	-1.7%	11%	7.2%	i	2.3	-1%
O=C(CCc1ccccc1O)NC1CCCc2ccccc21 (stereo not given)	i	26	0.5	48	.	-2%	2.1%	14%	0.2%	i	1.4	1%
CCCn1c(C)cc(-c2csc(NC(=O)CCc3nc4ccccc4c(=O)[nH]3)n2)c1C	i	45	-0.3	67	.	17%	0.9%	10%	0.7%[50 µM]	i	2.2	12%
CC(C)(C)Cc1nnc(NS(=O)(=O)c2ccc(F)cc2)s1	i	42	-1.3	64	1.1	-1%	2.6%	-1%	1.4%	i	0.4	6%
C=CCN1C(=O)/C(=C2\SC(N3CCOCC3)=NC2=O)c2cc(Br)ccc21	i	35	2.9	84	1.1	1%	2.4%	28%	1.0%	i	0.9	5%
O=C(NCc1ccccc1Cl)c1ccc(Br)o1	i	30	5.3	53	1	-4%	0.5%	5%	0.1%	i	0.4	-3%
COc1ccc(CCNC(=O)COC(=O)c2ccc[nH]c2=O)cc1	i	49	0.2	97	1.1	-20%	2.9%	10%	-0.5%	i	4.3	-8%
N#C/C(=C\c1cn[nH]c1-c1ccccc1Br)C(=O)O	i	63	3.0	72	0.9	-6%	0.8%	6%	2.4%	i	0.6	0%
COc1cc2[nH]c(=S)n(Cc3ccc(F)cc3)c(=O)c2cc1OC	i	38	0.9	52	1.1	3%	0.2%	7%	3.4%	i	0.8	-2%
O=C(c1ccco1)N(Cc1ccc([N+](=O)[O-])cc1)c1ccc(Br)cc1	i	23	-1.9	98	1	-7%	12%	19%	0.1%	i	0.9	4%
COC(=O)NNC(=O)CCCOc1ccc(Cl)cc1Cl	i	41	1.3	50	1.1	3%	0.6%	1%	1.2%	i	0.4	11%
Cc1ccc(CNC(=O)CSc2nc(N3CCCCC3)nc(N3CCCCC3)n2)cc1	i	3	18	54	1.1	3%	12%	23%	0.5%	i	0.6	1%

Part of the list above, reformatted.
Results follow in this order: T cell modulator, T cell modulator vesicle-bound %, NTR1 agonist, NTR1 agonist cell count 20 µM, TNAP activators, PhoP inhibition, RSV CPE inhibition, SV40 large T antigen, K1F lysis inhibition, Myeloid diff MLP, Myeloid diff MLP GFP+ MAC1+ %, Rac1 GTP hydrolysis
O=C(Nc1c(C(=O)Nc2cccc(F)c2)oc2ccccc12)c1ccc2c(c1)OCO2
    i, 22, 3.4, 59, 1.1, -2%, 1.0%, 9%, 1.7%, i, 2.6, 4%
COC(=O)c1cc(S(=O)(=O)NCC2CCN(Cc3cccc(F)c3)CC2)cn1C
    i, 12, 0.5, 64, ., 2%, 1.3%, 7%, 0.3%, i, 1.1, 9%
CCCCS(=O)(=O)NC1=NCN(CC)CN1
    i, 44, -0.1, 43, 1.1, -1%, 0.2%, 6%, 2.9%, i, 2.3, 2%

The main list resumes, repeating the 4 entries before the break.
SMILES	T cell modulator	T cell modulator vesicle-bound %	NTR1 agonist	NTR1 agonist cell count 20 µM	TNAP activators	PhoP inhibition	RSV CPE inhibition	SV40 large T antigen	K1F lysis inhibition	Myeloid diff MLP	Myeloid diff MLP GFP+ MAC1+ %	Rac1 GTP hydrolysis
COc1cc2[nH]c(=S)n(Cc3ccc(F)cc3)c(=O)c2cc1OC	i	38	0.9	52	1.1	3%	0.2%	7%	3.4%	i	0.8	-2%
O=C(c1ccco1)N(Cc1ccc([N+](=O)[O-])cc1)c1ccc(Br)cc1	i	23	-1.9	98	1	-7%	12%	19%	0.1%	i	0.9	4%
COC(=O)NNC(=O)CCCOc1ccc(Cl)cc1Cl	i	41	1.3	50	1.1	3%	0.6%	1%	1.2%	i	0.4	11%
Cc1ccc(CNC(=O)CSc2nc(N3CCCCC3)nc(N3CCCCC3)n2)cc1	i	3	18	54	1.1	3%	12%	23%	0.5%	i	0.6	1%
CN(c1ccccc1)c1ncccn1	i	34	-0.4	36	.	.	-1.9%	0%	.	i	0.4	.
CCOC(=O)C1(Cc2ccccc2)CCCN(Cc2ccc(OCC)c(CO)c2)C1 (stereo not given)	i	42	1.4	26	1	10%	-1.6%	17%	1.2%	i	0.7	6%
COc1ccc(Nc2nc(CC(C)=O)ns2)cc1	i	35	0.0	41	1	-1%	4.7%	6%	-0.3%	i	0.8	14%
CCS(=O)(=O)N1Cc2ccccc2CC1C(=O)NCCc1ccccc1 (stereo not given)	i	52	1.1	54	.	-1%	0.1%	9%	0.1%	i	0.9	4%
O=C(CCCn1c(=O)[nH]c2ccsc2c1=O)N1CCCCC1	i	21	-1.6	64	1	-8%	1.0%	1%	0.1%	i	1.2	0%
O=C(CSCc1ccccc1Cl)NN=C1CCCCCC1	i	13	12	93	1.1	14%	0.6%	7%	-0.2%	i	2.8	-3%
Cc1ccc(N(CC(=O)NCc2ccco2)C(=O)CCC(=O)Nc2nccs2)c(C)c1	i	40	-2.2	55	.	-2%	3.7%	8%	-1.7%	i	2.5	3%
CCCCCCc1ccc(N2C[C@H](C)[C@@H](CC(=O)NCc3ccccc3)C2=O)cc1	i	34	3.3	49	.	1%	0.6%	18%	0.3%	i	3.7	-6%
COc1cccc(N/C=C/c2onc(C)c2[N+](=O)[O-])c1	i	59	1.1	79	1	6%	0.8%	-23%	0.1%	i	0.6	1%
CC(NC(=O)NC1CCCCC1)C(c1cccs1)N1CCN(c2ccccc2)CC1 (stereo not given)	i	44	8.8	55	1	-10%	0.8%	7%	12%	i	2.2	0%
Cc1ccc(S(=O)(=O)N2CCC(C(=O)OC(C)C(=O)NC3CCCCC3C)CC2)cc1 (stereo not given)	i	35	-1.2	53	.	.	0.5%	.	0.3%[50 µM]	i	1.0	2%
Cc1cc(C)n2nc(-c3cccnc3)nc2n1	i	2	0.0	58	1.1	1%	0.8%	6%	0.8%	i	0.7	11%

High-throughput results deposited in PubChem BioAssay by several laboratories.

Random draw from the library. About 2.3% of those tested had a hit in this group.
